CIT2 TOR yeast – yeast TOR pathway CIT2-GFP modulation; 0.065% of 320,000 active; S. cerevisiae CIT2-GFP strain, flow cytometry, 3 h; 100 means same as DMSO wells; GFP response vs DMSO, % at 10 µM;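 active = GFP response relative to DMSO above a set limit, near the screen mean plus 3 SD, cut at about 150% in these data; inconclusive = Fewer than 70 cells measured for a yeast strain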;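 also: ratio of well median GFP fluorescence to mean of DMSO wells on the plate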
LAP4-GFP MLPCN – alters LAP4-GFP fluorescence in TOR pathway yeast screen; S. cerevisiae LAP4-GFP multiplex, flow cytometry GFP, 3 h; median GFP as percent of DMSO wells; GFP response vs DMSO, % at 10 µM; 0.34% of 320,000 active; AID 2023;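 active = GFP response vs DMSO above a set limit, about the screen mean plus 3 SD, cut at about 150% in these data; inconclusive = under 70 cell events counted for the yeast strain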
JMJD2C inh – inhibitors of human GASC-1 (JMJD2C) demethylase. Q9H3R0. GST-JMJD2C(1-420) H3K9me3 demethylation, DELFIA europium. inhibition, % at 2.35 µM. 0.069% of 330,000 active;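 active = more than half of a compound's replicate wells show inhibition beyond 50%, single wells judged on their own value; inconclusive = some, but no more than half, of replicates pass 50% inhibition; inactive = no replicate passes 50% inhibition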;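 also: signal counts dimethyl H3K9 product captured on neutravidin plate; 0% = median of DMSO wells and 100% = 0.3 times that DMSO median; strong numbers were not always called active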
Target sequence (Q9H3R0 1-420 limits assumed): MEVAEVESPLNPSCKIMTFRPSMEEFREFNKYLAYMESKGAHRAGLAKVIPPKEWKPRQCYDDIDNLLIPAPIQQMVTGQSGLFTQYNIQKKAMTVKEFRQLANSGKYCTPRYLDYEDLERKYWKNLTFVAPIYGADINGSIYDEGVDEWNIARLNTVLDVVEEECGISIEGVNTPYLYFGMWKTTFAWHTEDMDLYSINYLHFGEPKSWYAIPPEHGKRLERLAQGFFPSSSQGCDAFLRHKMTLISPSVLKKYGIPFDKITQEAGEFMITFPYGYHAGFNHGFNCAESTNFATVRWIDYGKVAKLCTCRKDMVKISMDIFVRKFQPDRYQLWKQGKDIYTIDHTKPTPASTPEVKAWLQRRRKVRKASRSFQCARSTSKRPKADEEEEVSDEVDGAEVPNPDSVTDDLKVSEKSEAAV
RPL19A TOR yeast – modulators of TOR pathway RPL19A-GFP in S. cerevisiae; 0.3% of 330,000 active; AID 2025; percent response vs DMSO, % at 10 µM; S. cerevisiae RPL19A-GFP strain, flow cytometry, 3 h; stronger effect = lower value;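 active = percent response vs DMSO below 50%; inconclusive = fewer than 70 events counted for the yeast strain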;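 also: median channel GFP fluorescence of the barcoded RPL19A-GFP strain; ratio of sample median GFP to plate DMSO average so 100% = DMSO; lower means less RPL19A-GFP as with rapamycin TOR inhibition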
MEP2-GFP yeast – alters MEP2-GFP fluorescence in TOR pathway yeast screen | S. cerevisiae MEP2-GFP strain, flow cytometry GFP, 3 h; 100% = DMSO control level | GFP response vs DMSO, % at 10 µM | 0.51% of 330,000 active | AID 2016;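 active = GFP response versus DMSO above a set limit, roughly screen mean plus 3 SD, cut at about 180% in these data; inconclusive = fewer than 70 cells counted for a yeast strain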;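 also: median GFP fluorescence of the barcode-gated MEP2-GFP cells per well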
GRK2 inh – human GRK2 inhibition via aptamer displacement; P25098; bead flow cytometry, FAM-aptamer displacement from GRK2; inhibition of aptamer binding, % at 10 µM; 0.59% of 330,000 active;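 active = inhibition of aptamer binding above 40%, roughly 3 SD of noise, on plates passing a quality check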;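 also: median bead fluorescence of bound FAM aptamer so fluorescent compounds give negative values; no value below 0 was filed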
Target sequence (P25098 whole entry, looked up): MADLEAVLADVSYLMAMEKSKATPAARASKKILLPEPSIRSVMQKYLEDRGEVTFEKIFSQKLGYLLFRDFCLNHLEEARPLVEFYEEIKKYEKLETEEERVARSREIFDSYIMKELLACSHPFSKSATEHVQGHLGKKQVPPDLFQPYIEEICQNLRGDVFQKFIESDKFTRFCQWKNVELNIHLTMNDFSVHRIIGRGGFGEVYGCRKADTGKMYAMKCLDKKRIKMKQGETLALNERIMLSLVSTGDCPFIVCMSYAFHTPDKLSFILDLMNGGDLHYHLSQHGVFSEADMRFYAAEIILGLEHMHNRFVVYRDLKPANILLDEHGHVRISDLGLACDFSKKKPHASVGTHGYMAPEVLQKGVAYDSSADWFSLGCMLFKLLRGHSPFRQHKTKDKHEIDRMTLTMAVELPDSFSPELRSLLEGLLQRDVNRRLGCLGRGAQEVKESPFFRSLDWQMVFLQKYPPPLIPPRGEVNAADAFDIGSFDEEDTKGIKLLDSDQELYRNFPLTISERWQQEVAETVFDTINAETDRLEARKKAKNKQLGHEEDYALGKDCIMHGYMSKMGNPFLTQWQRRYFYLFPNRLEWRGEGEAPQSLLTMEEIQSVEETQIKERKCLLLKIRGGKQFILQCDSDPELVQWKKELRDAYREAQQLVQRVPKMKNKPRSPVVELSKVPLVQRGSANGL
VLA-4 inh – inhibition in a human VLA-4 binding assay; P13612; VLA-4 expressing cells, ligand binding flow cytometry; inhibition, % (about 7 µM as worked out from the volumes in the protocol); 0.2% of 330,000 active; in the data active = inhibition above about 50%
AGP1 TOR yeast – yeast TOR pathway AGP1-GFP modulation | S. cerevisiae AGP1-GFP multiplex flow cytometry, 3 h; GFP as percent of DMSO wells | GFP response vs DMSO, % at 10 µM | 0.02% of 320,000 active | AID 2066;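 active = GFP response relative to DMSO above a set limit, near screen average plus 3 SD, cut at about 150% in these data; inconclusive = fewer than 70 cells counted for the yeast strain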;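 also: median GFP channel fluorescence of the gated AGP1 strain per well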
The depositor's hits bear a star; i = inactive; ? = inconclusive; nt = not tested or not shown; [ ] = another dose, or the depositor's remark.

SMILES	CIT2 TOR yeast	LAP4-GFP MLPCN	JMJD2C inh	RPL19A TOR yeast	MEP2-GFP yeast	GRK2 inh	VLA-4 inh	AGP1 TOR yeast
C/C(=N\NC1=NCCN1)c1ccc(N)c([N+](=O)[O-])c1	98	109	0	95	95	0	16	106
COc1ccc(CCNC(=O)CCCn2c(=O)[nH]c3cc(OC)c(OC)cc3c2=O)cc1OC	97	102	-22	96	93	1	-6	96
Fc1ccccc1N1CCN(Cc2nc(-c3ccccc3)no2)CC1	105	106	-8	104	103	0	-1	105
CC[C@H](CO)Nc1nc(Nc2cccc(Cl)c2)c2ncn(C(C)C)c2n1	92	127	18	96	93	0	-7	85
CC(C)(C)c1ccc(OCC(=O)N(Cc2cccs2)C2CCS(=O)(=O)C2)cc1 (centres undefined)	97	87	-7	103	99	2	-11	102
O=C1CCC(C(=O)Nc2ccc(Cl)cc2)N1 (centres undefined)	101	94	4	101	107	1	-8	99
COc1ccc(NC(=O)CN(C)C(=O)c2cc(S(=O)(=O)N3CCCCCC3)ccc2OC)cc1	92	103	4	99	101	0	0	102
CCOC(=O)C1CCN(C(=O)c2cccc(S(=O)(=O)N3CCc4ccccc43)c2)CC1	93	110	7	102	103	0	0	104
CC1=C(C)C(=O)N(c2ccc(C(=O)O)cc2)C1=O	92	88	2	90	92	2	-7	88
O=C(c1ccccc1NS(=O)(=O)c1cccs1)N1CCOCC1	103	106	-6	101	102	1	4	105
Cc1csc(NC(=O)C2CCN(S(=O)(=O)c3cccs3)CC2)n1	106	107	5	98	111	0	22	98
COc1ccc(OC)c(/C=N/NC(=O)c2c(C)nc3ccc(C)cn23)c1	98	87	-4	101	98	0	-6	93
Cc1ccc2c(c1)N(CC(=O)N(Cc1ccc3c(c1)OCO3)CC1CCCO1)C(=O)C(C)O2 (centres undefined)	nt	102	2	116	105	6	6	116
CCn1c(=O)[nH]c2cc(C(=O)Nc3cc(C)cc(C)c3)ccc2c1=O	85	97	2	96	91	0	-5	94
COc1ccc(N2CCN(C(c3nnnn3CCc3ccccc3)C(C)C)CC2)cc1 (centres undefined)	99	113	17	104	117	1	-4	100

Compounds listed so far containing a Cl atom, in the order listed:
SMILES	CIT2 TOR yeast	LAP4-GFP MLPCN	JMJD2C inh	RPL19A TOR yeast	MEP2-GFP yeast	GRK2 inh	VLA-4 inh	AGP1 TOR yeast
CC[C@H](CO)Nc1nc(Nc2cccc(Cl)c2)c2ncn(C(C)C)c2n1	92	127	18	96	93	0	-7	85
O=C1CCC(C(=O)Nc2ccc(Cl)cc2)N1 (centres undefined)	101	94	4	101	107	1	-8	99

Next compounds:
SMILES	CIT2 TOR yeast	LAP4-GFP MLPCN	JMJD2C inh	RPL19A TOR yeast	MEP2-GFP yeast	GRK2 inh	VLA-4 inh	AGP1 TOR yeast
Cc1ccc(S(=O)(=O)N2CCCCC2C(=O)N2CCN(C)CC2)cc1 (centres undefined)	97	97	3	99	98	0	21	101
Cc1ccc(CSc2nnc(Cn3c(=O)sc4ccccc43)n2C)cc1	100	109	-1	103	105	5	7	102
Cc1cc(OCC(=O)OCC(=O)NC2CCCCC2C)ccc1Cl (centres undefined)	99	104	-1	96	105	0	12	102
O=C(CSc1nc2c(c(=O)n1-c1ccc(Cl)cc1)SCC2)N1CCOCC1	93	93	6	95	95	0	4	96
COc1cccc(CNC(=O)CN(c2ccc(C(C)C)cc2)S(=O)(=O)c2c(C)noc2C)c1	95	89	3	97	101	0	4	93
O=C(Cc1ccccc1)Nc1c(C(=O)N2CCCCCC2)cnn1-c1ccccc1	86	92	1	96	89	2	2	96
CC(C)N(CC#CCC1(O)c2ccccc2-c2ccccc21)CCO	101	100	28	100	104	1	0	98
Cc1c(Cl)cccc1NC(=O)CC1NCCNC1=O (centres undefined)	92	nt	1	96	96	0	-1	100
CCCC1Cc2c(sc(NC(=S)NC(=O)c3ccccc3)c2C#N)CO1 (centres undefined)	109	92	5	108	96	0	-10	102
COc1ccc(-c2nnc(N(C)C(=O)C3CCOC3)s2)cc1 (centres undefined)	96	101	-1	103	105	1	15	102
COC(=O)COc1ccc(C2NC(=O)NC(c3ccccc3)=C2C(C)=O)cc1Br (centres undefined)	100	95	i	107	99	0	11	106
NC(=O)c1c(NC(=O)c2ccccc2)sc2c1CCc1ccccc1-2	97	102	3	96	97	3	-12	98
O=C1c2ccccc2C(=O)N1CC#CCN1CCN(C2CCCCC2)CC1	101	89	5	92	92	0	-1	94
Cc1cccc(NC(=O)CN(C)S(=O)(=O)c2cccc3cccnc23)c1	95	102	8	99	107	4	41	100
CCOC(=O)c1cnc2c(Cl)cccc2c1NCCN(C)C	90	96	-5	96	102	0	-3	102
COc1ccc(NC(=O)COc2ccc3c(c2)OCO3)cc1	?	?	-13	?	?	1	-3	?
COc1ccc(CN(C)C(C)C(=O)NC2CCCc3ccccc32)cc1 (centres undefined)	102	101	-12	104	103	0	7	106
COc1ccc(OC)c(/C=N/NC(=O)CCCC(=O)Nc2cccc(Br)c2)c1	108	112	-19	107	111	3	-4	114
N#CC1(NC(=O)CSc2nnc(Nc3ccccc3F)s2)CCCC1	93	100	-1	97	99	1	3	97
NS(=O)(=O)c1ccc(NC(=S)NC2CCCC2)cc1	105	90	3	101	97	4	8	95
COCCNC(=O)c1ccc(Cl)c(S(=O)(=O)Nc2cccc(C)c2C)c1	93	101	0	104	105	65*	-10	102
COc1cccc(NC(=O)C2c3cc(OC)c(OC)cc3C(=O)N(C)C2c2cccnc2)c1 (centres undefined)	100	106	-7	101	105	1	24	105
CC1(C)CC(=O)C=C(NNC(=O)OC(C)(C)C)C1	nt	91	-16	86	110	2	-1	98
Cc1ccc2nc(SCC(=O)NCCc3ccccc3)nc(=O)n2c1	91	104	1	98	101	1	6	106
COc1ccc(Nc2ncc(C(=O)N3CCN(c4ccc(F)cc4)CC3)c3ccccc23)cc1	89	91	?	99	99	0	0	96
Cc1csc(NC(=O)c2c(-c3ccccc3)noc2C)n1	105	105	18	112	108	2	-5	106
O=C(Nc1ccc(N2CCCCC2)c(S(=O)(=O)Nc2ccccc2Cl)c1)c1cccnc1	95	90	7	95	97	2	2	96
CCOc1ccccc1N(C(C)=O)S(=O)(=O)c1ccc(Cl)cc1	97	96	4	96	97	0	19	98
COc1ccc(C(=S)N2CCCC2)cc1C	98	109	8	96	98	1	6	102
CC(=O)Nc1ccc(SCC(=O)N(CCC#N)c2ccc(C)cc2)cc1	107	106	17	116	108	0	-1	117
O=C(c1ccc(N2CCOCC2)c([N+](=O)[O-])c1)N1CCN(Cc2ccccc2)CC1	94	98	-3	100	101	0	5	95
CC(C(=O)NCCC1=CCCCC1)c1ccc([N+](=O)[O-])cc1 (centres undefined)	95	106	2	101	93	1	0	98
C#CCOCCOCCOCCNc1nc(N2CCN(C(=O)C([C@@H](C)O)n3cc([C@@H](N)CCCCN)nn3)CC2)nc(N2CCN(C(=O)[C@H](CC(N)=O)n3cc([C@@H](N)C(C)C)nn3)CC2)n1 (some centres undefined)	109	104	31	102	103	0	-12	107
CCOc1ccc(C(C)=O)cc1COC(=O)CNC(=O)c1cccs1	101	106	19	97	96	0	-3	103
COc1ccc(OC)c(S(=O)(=O)N2CCN(CC(O)COc3ccccc3)CC2)c1 (centres undefined)	99	98	17	102	106	0	0	100
Cc1ccc2oc(-c3ccccc3C(=O)O)cc(=O)c2c1	99	96	7	95	101	2	2	102
Cc1ccc(Cl)cc1OCC(=O)NCCOC(=O)Nc1sc(=S)n(C)c1C	95	92	-2	97	99	0	16	102
C/C(N)=C(/C#N)C(=O)COC(=O)C1CCN(C(=O)c2ccc(Cl)cc2)CC1	97	91	-2	98	97	1	-5	88
NC(=O)C1CCN(C(=O)c2cc(-c3ccc(Cl)cc3)nc3ccccc23)CC1	110	93	-3	100	111	1	-8	99
O=C(NCCc1ccccc1)C1CCCN(S(=O)(=O)c2cccc3nonc23)C1 (centres undefined)	102	112	5	104	101	1	27	114
O=C(CN1CCSCC1)N/N=C/c1cccc(Cl)c1	97	103	-5	96	97	1	6	89
O=C(O)c1nnn(-c2cc(C(F)(F)F)cc(C(F)(F)F)c2)c1-c1ccccc1	107	97	-32	104	105	0	-5	96
NC(=O)c1c(NC(=O)c2ccccc2F)sc2c1CCCC2	103	95	-7	110	113	2	2	98
O=C(CSc1nncc(=O)[nH]1)NC1CCCCC1	98	92	-2	105	100	1	-10	98
Cc1cc(NC(=O)Nc2cccs2)no1	100	109	-4	94	112	0	11	98
CCn1c(SCC(=O)N(C)C2CCS(=O)(=O)C2)nnc1-c1cccs1 (centres undefined)	91	101	-26	108	108	0	1	115
C/C(=N\NC(=O)c1cccs1)c1ccc(C(=O)O)s1	82	79	5	116	107	3	-5	89
COc1cccc(CC2(CO)CCCN(Cc3ccc(OC)c(C)c3OC)C2)c1 (centres undefined)	96	81	-26	95	102	0	-13	91
O=C1CCc2cc(S(=O)(=O)NC(C(=O)NCc3cccnc3)c3ccccc3)ccc2N1 (centres undefined)	95	92	nt	98	103	1	5	95
COc1ccc(C(=O)/C=C/C(=O)N(Cc2ccccc2)C(C(=O)NC2CCCCC2)c2ccncc2)c(O)c1 (centres undefined)	100	97	-4	103	102	1	-6	97
Cc1csc2ncnc(N3CCN(C(=O)Nc4ccc(OC(F)(F)F)cc4)CC3)c12	85	107	7	96	109	nt	-2	105
Brc1ccc(-c2nnc3n2CCCCC3)cc1	100	107	3	101	98	0	3	104
CN1CCOCCOCCN(C)C1=O	94	95	-6	95	98	1	7	105
Cc1cnc(NC(=O)c2sc(Nc3ccccc3)nc2N)o1	92	97	8	100	103	1	-8	92
O=c1c2ccccc2c(C=Nc2ccc(O)cc2)c(O)n1Cc1ccccc1	103	103	-4	107	103	19	2	97
CC(=O)N(C)c1ccc(C(O)(C(F)(F)F)C(F)(F)F)cc1	105	91	-3	107	104	0	-1	103
COc1ccc(/C=C/C(=O)NCCSCc2ccco2)cc1OC	94	106	9	95	95	0	2	103
CCCCOP(=O)(OCCCC)C1(NS(=O)(=O)c2ccccc2)C=CC(=O)c2ccccc21 (centres undefined)	95	91	10	90	93	0	2	90
NC(=O)c1ccc(NC(=O)COc2coc(CN3CCc4ccccc4C3)cc2=O)cc1	92	87	-4	82	83	1	3	86
Cn1cccc1C(=O)NC(=O)COC(=O)CCNS(=O)(=O)c1cccc(C(F)(F)F)c1	104	95	4	100	101	0	3	103

Remaining list, next part.
SMILES	CIT2 TOR yeast	LAP4-GFP MLPCN	JMJD2C inh	RPL19A TOR yeast	MEP2-GFP yeast	GRK2 inh	VLA-4 inh	AGP1 TOR yeast
O=C(CCn1[nH]c(=O)c2ccccc2c1=O)OC1CCCCC1	98	98	-2	99	99	17	11	100
N#Cc1ccc(COC(=O)c2ccc3c(c2)OCO3)cc1	94	117	-3	106	142	2	7	96
COC(=O)C1CN(C(=O)COc2ccc(Cl)c(C)c2)c2ccccc2O1 (centres undefined)	?	89[may fluoresce violet]	-4	88[may fluoresce violet]	92[may fluoresce violet]	2	40	85[may fluoresce violet]
COc1ccc(CCCc2nc3ccccc3[nH]2)cc1	107	92	3	107	100	0	3	92
CCC(=O)OCC(=O)[C@@]1(OC(=O)CC)[C@@H](C)C[C@H]2[C@@H]3CCC4=CC(=O)C=C[C@]4(C)[C@@]3(Cl)[C@@H](O)C[C@@]21C	113	107	-1	102	94	0	9	96
c1cncc(CSc2nnc3ccc(-c4cccs4)nn23)c1	92	104	-4	97	99	3	3	97

High-throughput results as filed in PubChem.
